ALOX12 inh – inhibitors of human 12S-lipoxygenase ALOX12; P18054; purified 12hLO, xylenol orange hydroperoxide absorbance; Potency, µM (top dose mostly 108 µM), for inactives: top-dose activity change, negative = inhibition, usual class: inhibitors; actives 1.1% (n = 580,000); AID 1671190; further: on the % scale 0 is the no-effect control and ±100 the full control effect
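Purified human 12hLO (150 nM final) in 25 mM Hepes, 0.01% Triton X-100, pH 7.0 was preincubated 15 min at room temperature with compound. Then 40 uM arachidonic acid was added, 30 min. Hydroperoxide was read by Fe-XO absorbance ratio 573/405 nm.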
Pin1 inhibitor – blocks the human prolyl isomerase Pin1; Pin1 FP peptide displacement, HiFluor488, 10 min; Potency, µM (series often up to 115 µM), inactives show at the highest dose activity, negative = inhibition, hits mostly inhibitors; actives 0.009% (n = 390,000); active means well fitted inhibition curve with a large enough effect in the polarisation, with a control signal flat, not every such curve was filed as active; inconclusive means small, poorly fitted or top-dose-only effect, or effect the other way, or a change in a side signal; inactive means no such curve, though single readings can be large or run the other way; the % refers to the polarisation; further: on the % scale 0 is the no-effect control and ±100 the full control effect
ERG-DNA inh – blocks human ERG Ets domain binding to DNA; P11308; fluorescence polarization, His-ERG Ets domain / labelled DNA; Potency, µM (top dose mostly 76.9 µM), inactives show top-dose FP activity, negative = inhibition, usual class: inhibitors; actives 0.028% (n = 370,000); active means well fitted inhibition curve with a large enough effect in the polarisation, with a control signal flat; inconclusive means small, poorly fitted or top-dose-only effect, or effect the other way, or a change in a side signal; inactive means no such curve, though single readings can be large or run the other way; the % refers to the polarisation;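 further: polarization taken with two DNA probes labelled with fluorescein and Texas red; % of control where 0% means no effect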
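His-tagged ERG Ets domain (1 uM in the protein solution; 300mM KCl, 50mM Tris-HCl, 1mM EDTA, 1mM DTT, pH 7.5) received compound, then a probe mix of 5 nM fluorescein-DNA and 100nM Texas-615-DNA. Fluorescence polarization was read for both dyes.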
PGK inhibitor – T. brucei PGK inhibition; P07378; PGK/GAPDH coupled, Kinase-Glo luminescence, 60 min; Potency, µM (highest dose often 57.5 µM), without a hit: at the highest dose activity change, negative = inhibition, hits mostly inhibitors; actives 0.043% (n = 380,000); further: on the % scale 0 is the no-effect control and ±100 the full control effect; nearly all actives have a fitted effect of over 60% in size
Target sequence (P07378 whole entry, looked up): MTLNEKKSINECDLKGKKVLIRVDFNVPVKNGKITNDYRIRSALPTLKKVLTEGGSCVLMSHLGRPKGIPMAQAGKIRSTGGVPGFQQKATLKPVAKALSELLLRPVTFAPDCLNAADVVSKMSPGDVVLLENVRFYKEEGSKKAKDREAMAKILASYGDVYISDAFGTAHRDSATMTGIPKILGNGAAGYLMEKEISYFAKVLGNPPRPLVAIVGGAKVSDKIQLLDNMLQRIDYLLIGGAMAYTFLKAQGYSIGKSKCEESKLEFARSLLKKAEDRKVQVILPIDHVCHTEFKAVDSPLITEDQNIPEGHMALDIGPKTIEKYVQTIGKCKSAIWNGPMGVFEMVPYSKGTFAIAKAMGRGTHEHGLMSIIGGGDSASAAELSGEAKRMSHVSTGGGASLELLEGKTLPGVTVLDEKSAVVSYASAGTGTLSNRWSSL
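Recombinant glycosomal PGK reaction used 1,3-bisphosphoglycerate generated in-well by GAPDH (100nM final) in 100mM TEA pH 7.6, 5mM MgCl2, 0.01% Tween-20. After 60 minutes at room temperature, ATP was read by Kinase-Glo Plus luminescence end-point.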
HP1b binding inh – inhibitors of HP1-beta chromodomain binding to methylated histone tails | P83916 | AlphaScreen HP1-beta / biotin-H3K9me3 peptide binding | Potency, µM (titrated, usually from 114 µM), for inactives: top-dose activity change, negative = inhibition, actives largely listed as inhibitors | actives 0.56% (n = 390,000) | AID 540317; further: nearly all actives have a fitted effect of over 70% in size; inactives centre near 23
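Compound inhibition of the preformed complex between 50 nM HP1-beta and 50 nM biotinylated H3K9me3 peptide was read by AlphaScreen. Buffer was PBS pH 7.4 with 0.01% Tween-20. Incubations ran 30 min at room temperature, with 10 ug/mL donor/acceptor beads.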
TrxR1 inh – inhibitors of rat thioredoxin reductase 1 | AID 588453 | Potency, µM (doses to about 114 µM), for inactives: at the highest dose activity change, negative = inhibition, most hits filed as inhibitors | recombinant rTrxR1, NADPH fluorescence consumption, selenite substrate | O89049 | actives 1% (n = 390,000); further: on the % scale 0 is the no-effect control and ±100 the full control effect; nearly all actives have a fitted effect of over 65% in size
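Rat TrxR1 (90 nM in the dispensed reagent) was pre-reduced with 400 uM NADPH for 5 min at room temperature, then incubated with compound for 15 min. After 400 uM selenite was added, NADPH fluorescence (Ex 340/Em 450 nm) was followed for 8 min.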
RGS4 inh – inhibitors of human regulator of G protein signaling 4; P49798; Transcreener GDP fluorescence polarization, RGS4-accelerated GTP hydrolysis; Potency, µM (titrated, usually from 114 µM), inactives show at the top dose activity change, negative = inhibition, actives largely listed as inhibitors; actives 0.039% (n = 390,000); further: on the % scale 0 is the no-effect control and ±100 the full control effect; nearly all actives have a fitted effect of over 75% in size; some results filed as inactive show a strong effect at the top dose
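MLSMR compounds (23 nl, pin-transferred) preincubated 10 min at room temperature with a 500nM (2x) first reagent, then RGS4 at 900nM (2x) plus Transcreener GDP mix added; fluorescence polarization (620/688 nm) read before and after 90 min at 30 °C.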
GLS inh – blocks human kidney-isoform glutaminase activity; Potency, µM (top dose mostly 45.5 µM), inactives show top-dose activity change, negative = inhibition, actives largely listed as inhibitors; O94925; AID 624170; GLS enzymatic activity, qHTS titration; actives 0.21% (n = 410,000); further: on the % scale 0 is the no-effect control and ±100 the full control effect
Target sequence (O94925 whole entry, looked up, canonical isoform): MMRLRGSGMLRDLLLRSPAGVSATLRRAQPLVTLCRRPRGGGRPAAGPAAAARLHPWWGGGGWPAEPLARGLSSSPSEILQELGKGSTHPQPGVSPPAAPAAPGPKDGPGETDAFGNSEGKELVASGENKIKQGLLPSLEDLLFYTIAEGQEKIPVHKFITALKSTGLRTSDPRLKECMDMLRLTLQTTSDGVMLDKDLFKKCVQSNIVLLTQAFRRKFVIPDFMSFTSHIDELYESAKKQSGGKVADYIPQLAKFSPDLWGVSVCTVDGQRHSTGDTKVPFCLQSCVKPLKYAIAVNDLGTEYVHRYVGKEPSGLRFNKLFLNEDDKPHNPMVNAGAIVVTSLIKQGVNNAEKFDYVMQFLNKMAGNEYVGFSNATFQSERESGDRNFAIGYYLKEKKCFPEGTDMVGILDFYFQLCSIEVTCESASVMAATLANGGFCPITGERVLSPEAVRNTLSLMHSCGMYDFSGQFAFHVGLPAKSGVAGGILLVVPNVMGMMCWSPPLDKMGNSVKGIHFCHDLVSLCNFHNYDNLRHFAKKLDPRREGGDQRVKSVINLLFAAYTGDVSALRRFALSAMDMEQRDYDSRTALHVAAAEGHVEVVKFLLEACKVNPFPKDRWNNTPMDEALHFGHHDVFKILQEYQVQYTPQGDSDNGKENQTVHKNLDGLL
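Human kidney-isoform GLS in 45 mM KH2PO4 pH 8.2, 0.02% Tween-20, with compound, started with 1mM L-Glutamine (added stock). Glutamate oxidase/HRP/Amplex red coupled fluorescence read at start and after 30 min at RT.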
JMJD2A Tudor – inhibitors of human JMJD2A Tudor domain; AlphaScreen JMJD2A-Tudor / H3K4me3 peptide binding; actives 4.4% (n = 390,000); Potency, µM (titrated, usually from 114 µM), without a hit: at the top dose activity change, negative = inhibition, usual class: inhibitors; O75164; AID 504339; further: on the % scale 0 is the no-effect control and ±100 the full control effect; nearly all actives have a fitted effect of over 50% in size
* = called active by the depositor; i = inactive; ? = inconclusive; / = no result given; [ ] = another dose, or the depositor's remark. Unless noted, the call rests on the fitted dose curve; in most records, active means well fitted curve in the direction sought with a large enough effect; inconclusive means small, poorly fitted or top-dose-only effect, or another doubt; inactive means no such curve, though single readings can be large; an effect the other way counts as inactive or inconclusive. Potency means the concentration at half of the fitted maximal effect.

Sample of the layout, two compounds:
SMILES	ALOX12 inh	Pin1 inhibitor	ERG-DNA inh	PGK inhibitor	HP1b binding inh	TrxR1 inh	RGS4 inh	GLS inh	JMJD2A Tudor
Cc1ccc(N(Cc2cc3ccc(C)cc3[nH]c2=O)S(=O)(=O)c2ccccc2)cc1	?	45.4%[activator]	-1.1%	i	21.5%	16.8%	22.1%	-4.0%	-7.6%
CSc1ccc2[nH]c(=O)cc(C)c2c1	0.0%	-3.5%	-3.0%	-8.3%	11.4%	37.9%[activator]	20.1%	7.9%	-4.1%

The list itself, previewed entries included:
SMILES	ALOX12 inh	Pin1 inhibitor	ERG-DNA inh	PGK inhibitor	HP1b binding inh	TrxR1 inh	RGS4 inh	GLS inh	JMJD2A Tudor
Cc1ccc(N(Cc2cc3ccc(C)cc3[nH]c2=O)S(=O)(=O)c2ccccc2)cc1	?	45.4%[activator]	-1.1%	i	21.5%	16.8%	22.1%	-4.0%	-7.6%
CSc1ccc2[nH]c(=O)cc(C)c2c1	0.0%	-3.5%	-3.0%	-8.3%	11.4%	37.9%[activator]	20.1%	7.9%	-4.1%
Cc1ccccc1OCC(=O)Nc1ccc(NC(=O)c2ccco2)cc1	-11.4%	-5.8%	0.0%	-3.4%	-11.5%	2.7%	6.2%[11.4 µM]	8.6%	-20.3%
CCCCn1c(N)c(N(CC)C(=O)c2cc(S(=O)(=O)N3CCCCCC3)ccc2OC)c(=O)[nH]c1=O	14.6%	-0.3%	0.0%	-3.8%	24.4%	-10.2%	-23.0%	2.0%	-2.1%
COc1cccc(NC(=O)Cn2c(=O)n(Cc3ccccc3)c(=O)c3c4c(sc32)CN(C(C)=O)CC4)c1	-18.4%	55.8%[activator]	4.7%	i	37.5%	24.4%	-2.8%	-3.0%	-12.4%
CCc1c(O)nc(SCC(=O)Nc2nc3ccccc3s2)n(-c2ccccc2)c1=O	0.0%	-15.6%	-8.3%	-6.3%	-2.2%	0.0%[57.1 µM]	-14.1%	7.6%	-24.3%
Cc1oc(-c2ccccc2F)nc1CN1CCC(C(=O)NCCc2ccccc2)CC1	-12.7%	-1.4%	-2.2%	i	-1.1%	25.8%	15.9%	-0.2%	-24.2%
COc1ccc(/C=N/NC(=O)c2nnn(-c3nonc3N)c2CN(C)c2ccccc2)cc1	5.7%	-3.0%	-12.5%	-11.9%	39.0%	-5.6%	13.2%[11.4 µM]	22.6%	-20.6%
COc1ccc(Cl)cc1C(=O)NNC(=O)CN1C(=O)C2CC=CCC2C1=O (configuration not stated)	3.3%	-2.8%	-10.8%	-9.7%	53.9%[activator]	20.2%	12.0%	-2.6%	-2.4%
NS(=O)(=O)c1ccc(CCNC(=O)CSc2ncnc3ccccc23)cc1	-9.2%	4.9%	-3.8%	6.0%	31.9%	16.9%	-3.7%	-0.7%	-9.2%
Cc1ccc(SCCNC(=O)C(C)C)cc1	-1.3%	-3.4%	/	/	26.0%	7.6%	-2.5%	-2.6%	-16.0%
COc1ccc(NC(=O)Cn2nnc(C(=O)NCc3ccc(C)cc3)c2N)cc1Cl	-1.3%	-1.1%	2.1%	-10.1%	63.8%[activator]	7.8%	-24.2%[56.9 µM]	0.1%	-24.3%
COc1ccc(C2c3c(-c4cc(Cl)c(C)cc4O)n[nH]c3C(=O)N2Cc2cccnc2)cc1OC (configuration not stated)	-8.6%	?	-2.8%	-0.7%	17.4%	2.4%	17.2%	6.3%	?
CSc1ncccc1C(=O)OCC(=O)c1ccc2c(c1)NC(=O)CO2	0.0%	-2.5%	1.6%	-3.5%	93.7%[activator]	44.3%[activator]	-25.9%[56.9 µM]	-2.4%	-5.4%
Cn1c(OCc2cccnc2)nc2c1c(=O)n(Cc1ccc(F)cc1)c(=O)n2C	?	-17.2%	-17.5%	-1.0%	21.2%	7.5%	8.0%	-11.9%	-19.8%
Cc1csc(NC(=O)CSc2nc3nc(C)cc(C)n3n2)n1	7.9%	?	3.4%	-5.7%	26.5%	-6.2%	11.2%	13.8%	-4.3%
CCOC(=O)/C(=C\c1cccc(O)c1)c1nc2sc(C)c(C)c2c(=O)[nH]1	?	0.0%	12.4%	-7.9%	28.2µM*	?	?	6.5%	56.2µM*
COc1cccc(NC(=S)NCc2ccccn2)c1	?	3.9%	-9.5%	-10.7%	40.4%[activator]	-4.3%	-29.0%	11.6%	0.4%[57.1 µM]
COc1cc(OC)c(/C=N/NC(=O)Cn2nc([N+](=O)[O-])cc2C)c(OC)c1	0.3%	6.8%	-1.1%	-3.5%	15.0%	7.5%[57.1 µM]	-29.3%	61.4%[activator]	4.7%
COc1cccc(-c2ncc3ccccc3c2COC(=O)c2ccc(Br)cc2)c1	-0.9%	-1.7%	0.6%	-2.1%	58.1%[activator]	3.7%	13.8%	0.2%	0.0%
COc1ccccc1NC(=O)C1=C(C)Nc2nc(-c3ccco3)nn2C1c1ccccc1F (configuration not stated)	-3.8%	?	4.9%	-8.6%	16.8%	-34.3%	-11.8%	5.7%	-18.3%
O=C(CCC(=O)c1cccs1)NNC(=O)c1ccccc1O	?	2.5%	-5.3%	-4.5%	8.2%	?	-24.0%	10.5%	-27.6%
COc1ccccc1-n1c(-c2ccc(Cl)cc2)c[nH]c1=S	?	2.4%	-11.0%	-1.3%	-7.9%	?	?	-24.7%	?
Cc1cc(C)cc(NC(=S)/C(=C(\[O-])c2ccc(Cl)cc2Cl)[n+]2ccc(C(C)(C)C)cc2)c1	4.7%	1.9%	8.7%	-0.8%	11.0%	-11.3%	15.3%	1.3%	-13.6%
CCN(CC(=O)NCc1ccc(Cl)cc1)C(=O)c1c(C)noc1C	148.1%[activator]	-8.8%	-5.2%	0.3%	37.8%	18.2%	6.4%	3.7%	-3.0%
Nc1ccccc1C#CCCCCO	-13.2%	5.1%	-13.6%	1.6%	26.8%	1.1%	-4.3%	19.6%	-16.9%
CC(C)(C)OC(=O)NCCc1nnc(SCC(=O)Nc2ccc(Br)cc2)o1	22.5%	8.5%	-4.4%	7.5%	9.9%	5.8%	5.8%	-4.3%	-13.2%
Cc1ccc(S(=O)(=O)N2CCCC2CNC(=O)C(=O)NCCN2CCOCC2)cc1 (configuration not stated)	1.4%	-11.5%	-3.4%	-9.3%	19.0%	19.4%[57.1 µM]	-4.6%	-4.0%	-2.7%
Cc1ccc(CN2CCN(Cc3ccccn3)CC2CCO)cc1 (configuration not stated)	5.6%	-3.2%	2.0%	-2.9%	31.6%	-11.3%	3.3%	1.5%	-11.8%
O=C(CCNC(=O)c1ccccc1Cl)Nc1nc(-c2ccccc2Cl)cs1	?	6.2%	-12.0%	i	28.7%	20.0%	-9.9%	-18.3%	-29.4%
Cc1cccc(NC(=O)CN2C(=O)CCSc3ccc(S(=O)(=O)N4CCOCC4)cc32)c1C	1.2%	-2.5%	-1.4%	-14.2%	-16.9%	14.5%[57.1 µM]	-24.7%[56.9 µM]	-0.4%	50.1µM*
Nc1c(N)c2ccccc2oc1=O	-18.5%	-13.6%	/	-3.4%	16.5%	4.8%	-27.8%	10.2%	-24.6%
CCCn1nnc(NC(=O)/C=C/c2ccco2)n1	0.0%	-0.7%	-19.1%	-3.3%	15.6%	-62.3%	-18.6%	2.6%	-19.1%
Cc1ccc(S(=O)(=O)N(CCC(=O)NCc2ccc(S(N)(=O)=O)cc2)c2ccccc2)cc1	11.7%	-1.2%	-21.4%	-8.3%	13.8%	15.2%[57.1 µM]	-16.2%	1.6%	-15.9%
O=C(N/N=C/c1cn(-c2ccccc2)nc1-c1ccccc1)c1ccco1	-16.6%	0.8%	-10.8%	i	40.7%	-8.4%	-15.5%	-10.7%	-11.2%
Cc1ccccc1NC(=O)c1cc([N+](=O)[O-])ccc1NCCN1C(=O)CCC1=O	-14.2%	9.6%	-9.0%	-8.2%	0.1%	33.1%[57.1 µM]	-18.8%	0.3%	?
COc1ccc(Nc2cc(C)nc(N3CCOCC3)n2)cc1	47.7%[activator]	1.0%	0.0%	-2.8%	-0.5%	1.9%	42.7%	29.1%	-13.2%
O=C(CC1N=C2c3ccccc3N=C(SCc3cccc(F)c3)N2C1=O)NCc1ccc2c(c1)OCO2 (configuration not stated)	?	5.1%	-4.2%	-6.0%	-14.5%	8.0%[57.1 µM]	11.6%	0.7%	-26.7%
O=C(NCc1ccc2c(c1)OCO2)c1cc(-c2ccccn2)nc2ccccc12	0.1%	-4.4%	-3.6%	11.6%	20.1%	6.6%[57.1 µM]	14.8%	16.3%	-27.1%
CCN(CC)CCCNC(=O)C1c2cc(OC)c(OC)cc2C(=O)N(C)C1c1cccnc1 (configuration not stated)	-18.3%	-0.8%	-1.8%	-5.2%	37.3%	10.0%	-14.7%	-10.4%	-1.4%
COc1cc(Cl)c(C)cc1NC(=O)CC(c1ccc(F)cc1)N1Cc2ccccc2C1=O (configuration not stated)	-4.9%	8.1%	4.3%	-11.1%	11.9%	24.7%	-8.9%	-5.8%	-10.0%
CCOCCCNC(=O)CCNS(=O)(=O)c1ccc(C)cc1	21.5%	-1.7%	2.4%	-1.1%	32.2%	12.6%	-21.7%	-3.5%	4.3%
Cc1cc(OCC(=O)N(Cc2sccc2C)C2CCS(=O)(=O)C2)ccc1Cl (configuration not stated)	0.0%	1.8%	-3.3%	/	27.9%	10.0%	8.9%	0.8%	-12.8%
COc1ccc(OC)c(NC(=O)C2CCN(S(=O)(=O)c3ccc4c(c3)OCCO4)CC2)c1	-18.8%	-3.3%	4.7%	2.3%	11.3%	26.6%	-3.6%	-0.2%	-22.1%

Screening data from PubChem.

Only part of the results is shown. The share of hits here may be higher or lower than overall.
